Screening data deposited in PubChem by several laboratories.
HTR5A ag ctr = counter-screen for OPRM1-OPRD1 agonists: human HTR5A agonism. P47898. activation, % at 9.3 µM. 340,000 tested, 0.61% active. HTR5A agonist assay, luminescence, cell-based; in the data active means activation mostly above about 9.5%, no sharp cut-off; inactive means mostly below about 7.6%;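 further: 0% = cells with vehicle only and 100% = reference agonist; strong numbers were not always called active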
Wnt bcat act = activators of Wnt/beta-catenin signaling; 300,000 tested, 1.2% active; Wnt/beta-catenin reporter cell assay, activator, plate reader; activation, % at 9.35 µM; in the data active means activation above about 30%, passing the limit was not always enough; inconclusive means no clear call, values can overlap the other calls;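 further: 0% = neutral control wells and 100% = positive control wells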
SR-BI DiI inh = blocks mouse SR-BI lipid uptake from DiI-HDL | ldlA[mSR-BI] CHO cells, DiI-HDL uptake fluorescence, 3 h | 320,000 tested, 0.96% active | AID 488896 | inhibition, % at 12.5 µM;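 active means mean replicate inhibition of at least 70% and a set share of replicates each scoring 70 or more; inconclusive means meets just one of the two criteria; inactive means fails both criteria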;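 further: 0% = median of neutral control wells and 100% = median of positive control wells; values of inactives mirror those of a sister screen read the other way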
Target sequence (Q61009 whole entry, looked up): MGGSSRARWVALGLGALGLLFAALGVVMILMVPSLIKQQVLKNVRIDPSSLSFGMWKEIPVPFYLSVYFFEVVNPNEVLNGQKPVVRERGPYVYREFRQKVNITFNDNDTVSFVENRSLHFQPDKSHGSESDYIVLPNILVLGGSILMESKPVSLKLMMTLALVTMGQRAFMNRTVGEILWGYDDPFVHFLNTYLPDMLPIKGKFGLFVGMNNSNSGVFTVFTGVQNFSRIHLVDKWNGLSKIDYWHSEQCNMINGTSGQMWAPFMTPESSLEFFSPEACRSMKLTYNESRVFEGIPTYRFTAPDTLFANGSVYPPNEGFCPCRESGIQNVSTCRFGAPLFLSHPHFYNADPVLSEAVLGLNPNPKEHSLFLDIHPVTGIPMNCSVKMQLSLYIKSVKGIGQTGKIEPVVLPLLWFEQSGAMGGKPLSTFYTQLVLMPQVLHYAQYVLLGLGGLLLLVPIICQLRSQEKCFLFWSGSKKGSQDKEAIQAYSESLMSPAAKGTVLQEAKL
SR-BI DiI-HDL act = activators of SR-BI mediated HDL lipid uptake | CHO ldlA[mSR-BI] cells, DiI-HDL uptake fluorescence, 3 h; 100 = double the neutral-control signal | activation, % at 12.5 µM | 320,000 tested, 0.096% active | AID 504775;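 active means mean replicate activation of at least 60% and every replicate at or above 60%; inconclusive means mean or all-replicate condition met, but not both; inactive means mean below 60% and not all replicates reaching 60%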;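 further: 0% = median plate neutral-control signal and 100% = twice that signal; values of inactives mirror those of a sister screen read the other way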
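Assay system: LDL receptor-deficient CHO ldlA cells overexpressing murine SR-BI / Medium: BSA-supplemented, HEPES-buffered Ham's F12, pH 7.4 / Probe or stimulus: DiI-labelled HDL at 10 µg/mL final / Timing: compound with DiI-HDL co-incubation, 3 h at 37 °C / Technique: bottom-read cell fluorescence after medium removal, ex 550/em 595 nm / Measure: HDL uptake via cellular fluorescence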
MITF TRPM1 HTS = MITF TRPM1 promoter activation in melanoma cells | SK-MEL-5 TRPM1-promoter luciferase, 24 h; % of positive control, neutral wells = 0 | AID 588334 | 300,000 tested, 0.75% active | activation, % at 12.5 µM;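 active means mean activation of at least 80% with every replicate also reaching 80%; inconclusive means mean reaches 80% but some replicate falls short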;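 further: 0% = neutral control wells and 100% = parthenolide positive control wells; values of inactives mirror those of a sister screen read the other way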
dFosB act = enhances mouse delta FosB homodimer DNA binding. P13346. purified delta FosB, TAMRA-CDK5 oligo fluorescence polarization; percent of positive-control signal above neutral wells. activation, % at 25 µM. 340,000 tested, 0.99% active;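 active means mean activation above about 17%, with every replicate also reaching it, limit read from the data, passing the limit was not always enough; inconclusive means only one of the two conditions met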;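 further: fluorescence polarization rise as delta FosB binds a TAMRA Cdk5 AP-1 oligo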
Rtt109 Vps75 = blocks Candida albicans Rtt109/Vps75 acetyltransferase activity | Q5AAJ8 | purified Rtt109/Vps75, ThioGlo CoA-SH fluorescence, 4 h | inhibition, % at 34.9 µM | 330,000 tested, 0.16% active | AID 540336;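 active means inhibition of at least 50% in every replicate; inconclusive means best replicate reaches 50% inhibition but some replicates fall short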
Target sequence (Q5AAJ8 whole entry, looked up): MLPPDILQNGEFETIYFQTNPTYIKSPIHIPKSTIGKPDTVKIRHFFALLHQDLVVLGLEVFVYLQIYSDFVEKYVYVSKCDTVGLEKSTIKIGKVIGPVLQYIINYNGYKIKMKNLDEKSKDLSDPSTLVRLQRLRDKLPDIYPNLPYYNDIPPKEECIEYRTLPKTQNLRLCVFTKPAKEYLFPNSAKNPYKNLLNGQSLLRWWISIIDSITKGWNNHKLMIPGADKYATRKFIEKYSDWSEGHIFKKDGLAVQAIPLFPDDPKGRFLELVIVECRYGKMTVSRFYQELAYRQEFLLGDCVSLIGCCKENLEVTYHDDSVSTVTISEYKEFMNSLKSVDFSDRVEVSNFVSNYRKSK
CDK5 p35 inh = CDK5/p35 (human) kinase inhibition | Q00535+Q15078 | Recombinant CDK5/p35, ADP-Glo luminescence, 60 min | inhibition, % at 10 µM | 330,000 tested, 0.01% active;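 active means highest replicate inhibition of at least 50% and at least 75% of replicates reaching 50%; inconclusive means only one of the two criteria met; inactive means both criteria failed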;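 further: plate controls were DMSO neutral control for no effect and GW8510 at 10 µM for full effect; many of its hits are not listed in these tables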
PvdQ acylase = blocks Pseudomonas aeruginosa PvdQ acylase activity | inhibition, % at 10 µM | purified PvdQ acylase, fluorescence plate reader | 340,000 tested, 0.063% active; in the data active means inhibition above about 30%, passing the limit was not always enough; inconclusive means no clear call, values can overlap the other calls;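 further: 0% = vehicle neutral wells and 100% = reference inhibitor wells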
cardiac RTF act = increases calcium sensitivity of human cardiac regulated thin filaments | P19429+P45379 | AID 493008 | activation, % at 7.2 µM | IANBD-labeled TnC RTF fluorescence at EC20 calcium; 0% EC20 calcium, 100% full calcium | 340,000 tested, 0.24% active;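 active means activation above the mean over all tested compounds plus 3 SD, cut at about 30% in these data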;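 further: rise in fluorescence read as greater calcium sensitivity of cardiac thin filaments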
* = called active by the depositor; ? = inconclusive; / = not tested or not shown. Rows are unselected, and some 4.4% of all compounds hit somewhere here.

SMILES | HTR5A ag ctr | Wnt bcat act | SR-BI DiI inh | SR-BI DiI-HDL act | MITF TRPM1 HTS | dFosB act | Rtt109 Vps75 | CDK5 p35 inh | PvdQ acylase | cardiac RTF act
Cc1cc(NC(=O)c2ccccc2F)on1 | -0.2 | 1.9 | -17.3 | 17.3 | -1.9 | -7.6 | / | -2.1 | 5.3 | -4.8
COc1ccc(NC(=O)CCS(=O)(=O)c2ccc(Br)s2)cc1 | 4.4 | 2.0 | / | / | / | 0.6 | -5.8 | -2.3 | -17.0 | -0.7
Nc1ccc(O)cc1C(=O)OCC(=O)C12CC3CC(CC(C3)C1)C2 | 4.3 | 0.2 | 43.5 | -43.5 | / | -8.4 | -2.5 | -1.0 | -2.7 | -7.5
CC(=O)Nc1ccc(NC(=O)CSc2nnc(NC(=O)c3ccc(Br)o3)s2)cc1 | -0.1 | -2.2 | 6.9 | -6.9 | -6.4 | -3.7 | 25.4 | 1.7 | 8.7 | 0.7
O=C1NC[C@@H](c2ccccc2)OC(=O)[C@@H](Cc2ccc(F)cc2)C/C=C\C[C@@H]1CC(=O)N(CCO)Cc1ccccc1 | -19.0 | -7.1 | 29.3 | -29.3 | 10.1 | -10.6 | 20.0 | -0.3 | -14.7 | 1.8
CCCc1cc2c(=O)c(-c3nc4ccccc4s3)c(COCC(=O)O)oc2cc1O | -0.9 | 24.0 | 3.4 | -3.4 | 16.9 | -24.9 | 26.1 | -1.8 | -17.3 | 1.3
CC(=O)C[C@H](O)CC(=O)[C@@H]1OC(=O)CCCCCCc2ccccc21 | 5.4 | 6.6 | -3.8 | 3.8 | -6.6 | -1.3 | -2.5 | -1.1 | -13.5 | 6.4
O=C(C1CCCN(S(=O)(=O)c2cccc3nsnc23)C1)N1CCN(c2ccccn2)CC1 (stereo not drawn) | -0.2 | / | -14.7 | 14.7 | -2.5 | -5.0 | 1.6 | -0.3 | 3.6 | -6.5
Cc1ccc2[nH]c(C)c(CCNC(=O)c3c(N)no[n+]3[O-])c2c1 | 0.3 | -0.3 | -6.2 | 6.2 | -12.9 | 0.8 | 20.6 | -0.1 | -7.7 | 10.1
C=CCNC(=O)c1ccc2c3n(nc2c1)-c1ccc(C)cc1CO3 | -1.2 | 38.9* | 34.1 | -34.1 | 73.4 | -4.6 | -11.9 | -0.4 | -17.2 | -5.2
NC1(N)OC(CN2C(=O)c3ccccc3C2=O)CS1 (stereo not drawn) | -1.2 | -0.9 | 6.0 | -6.0 | 2.5 | 3.4 | -1.4 | -1.7 | -4.5 | 0.8
CCOc1cc(C)c(S(=O)(=O)N2CCCC2)cc1C | 2.1 | -4.9 | 16.9 | -16.9 | / | 4.2 | -3.3 | -1.8 | -7.8 | 2.2
CCCn1c(N)c(C(=O)CSc2nc3ccccc3c(=O)n2-c2ccc(OC)cc2)c(=O)[nH]c1=O | 1.4 | -2.1 | -20.4 | 20.4 | -1.4 | 6.6 | -2.7 | -1.1 | -10.4 | -0.2
Cc1cc(O)c(C(=O)/C=C/c2ccccc2O)c(=O)o1 | -1.8 | -0.7 | -2.1 | 2.1 | -22.4 | -1.7 | 3.8 | -1.4 | -14.9 | -1.2
O=S1(=O)N=C(N/N=C/c2ccc(Br)o2)c2ccccc21 | -4.3 | / | -10.0 | 10.0 | 3.1 | -1.8 | -7.0 | -0.3 | -1.3 | 0.7

With a hit mark in Wnt bcat act, among the entries above:
SMILES	Wnt bcat act	SR-BI DiI inh	SR-BI DiI-HDL act	MITF TRPM1 HTS	dFosB act	Rtt109 Vps75	CDK5 p35 inh	PvdQ acylase	cardiac RTF act
C=CCNC(=O)c1ccc2c3n(nc2c1)-c1ccc(C)cc1CO3	38.9*	34.1	-34.1	73.4	-4.6	-11.9	-0.4	-17.2	-5.2

Going on with the list:
SMILES | HTR5A ag ctr | Wnt bcat act | SR-BI DiI inh | SR-BI DiI-HDL act | MITF TRPM1 HTS | dFosB act | Rtt109 Vps75 | CDK5 p35 inh | PvdQ acylase | cardiac RTF act
O=C(Nc1cccc(Cl)c1)c1nc[nH]c1C(=O)N1CCc2ccccc2C1 | 1.8 | -1.5 | 2.9 | -5.6 | -9.1 | -5.8 | -1.0 | -1.0 | -11.8 | -0.1
COc1cc(/C=C2/NC(=O)NC2=O)ccc1OCC(=O)Nc1ccc(F)cc1 | 4.3 | -2.1 | 3.8 | -3.8 | -8.4 | 6.1 | -3.2 | -1.1 | -8.7 | -0.2
CNC(=S)NCCc1ccc(OC)cc1 | 2.2 | -0.7 | -7.5 | 7.5 | -4.1 | -2.5 | -3.0 | 0.8 | -6.0 | -8.3
Cn1c(=N)n(CC(=O)c2ccc(Cl)c(Cl)c2)c2ccccc21 | -0.2 | 4.0 | -5.1 | 5.1 | -48.8 | 2.2 | 7.7 | 0.1 | -22.4 | -5.1
O=Cc1ccccc1OCCOc1ccccc1C=O | 0.3 | 2.5 | -16.3 | 16.3 | 10.6 | -0.7 | / | -0.8 | -15.5 | -0.9
Cc1nc(NC(=O)c2ccncc2)sc1C(=O)N(C)C | 1.2 | -0.2 | -14.7 | 14.7 | 2.7 | -2.1 | -7.0 | 0.5 | 6.4 | 0.7
CCOC(=O)N1CCN(c2ccc(Cl)c(Cl)c2)CC1 | 7.7 | / | 16.3 | -16.3 | 9.6 | 2.8 | -7.2 | -0.2 | ? | -5.8
COc1ccc(Oc2nc3ccccc3n3cccc23)cc1 | -16.4 | 0.8 | 37.4 | -37.4 | 6.2 | -7.0 | -1.1 | -0.6 | -5.0 | 8.4
Cc1cccc(CNC(=O)c2ccccc2N)c1 | 0.0 | / | -32.8 | 32.8 | / | -4.0 | 6.9 | -2.5 | -4.4 | 1.6
Cc1ccc(Nc2nnc(SCC(=O)NCC3CCCO3)s2)cc1C (stereo not drawn) | -3.7 | 9.2 | 21.7 | -21.7 | 37.7 | -1.9 | 12.4 | -0.2 | -3.6 | -0.7
O=c1c(Br)c(N2CCCCC2)cnn1-c1ccccc1 | -3.0 | 13.2 | 6.2 | -6.2 | 66.2 | -8.9 | 2.6 | -1.0 | -12.2 | 4.5
Cc1ccc(Cl)cc1NC(=O)N(C)CCO | 0.2 | -0.7 | 0.8 | -0.8 | -9.0 | -6.9 | -2.1 | 8.9 | 6.5 | -6.8
CCCn1c(SCC(=O)Nc2nnc(CC)s2)nnc1-c1ccncc1 | 8.6 | -1.3 | -0.7 | 0.7 | -10.6 | -1.5 | -3.9 | -1.1 | -1.7 | -2.6
CC(C)C(C(=O)Nc1ccc(S(N)(=O)=O)cc1)N1C(=O)c2ccccc2C1=O (stereo not drawn) | 1.0 | -0.1 | -2.9 | 2.9 | -0.8 | -5.3 | 5.8 | -3.6 | -14.0 | 3.3
CC(C)[C@H](NC(=O)OCc1ccccc1)C(=O)OCC(=O)N1C(C)CCCC1C (stereo partly drawn) | 2.0 | 1.7 | 10.4 | -10.4 | 6.5 | -11.5 | 3.3 | 0.3 | -10.3 | 0.4
CCOc1ccccc1N1CC(C(=O)N2CCc3ccccc3C2)CC1=O (stereo not drawn) | 3.2 | / | 6.7 | -6.7 | -3.4 | -13.2 | 4.3 | -0.9 | -14.2 | -1.9
C=CCN1C(=O)/C(=C2/Sc3ccccc3N2CCCS(=O)(=O)O)SC1=S | 2.8 | -0.3 | 0.4 | -0.4 | / | -13.1 | 8.8 | -3.0 | 19.0 | -4.4
N#CCCN(C(=O)CO/N=C/c1cccc([N+](=O)[O-])c1)c1ccccc1 | -7.1 | -0.9 | 17.1 | -17.1 | -5.9 | -7.3 | 9.7 | -0.8 | -5.9 | 1.4
O=C(Nc1nnc(-c2cccs2)s1)c1cccc(F)c1 | -2.2 | 39.3* | 0.7 | -0.7 | 32.5 | 36.1* | -17.9 | -2.4 | -4.2 | 2.5
CCOC(=O)CSc1ccc2nnc(CCNS(=O)(=O)c3ccccc3)n2n1 | 3.4 | 3.0 | -13.4 | 13.4 | -0.1 | -3.0 | -5.6 | -1.3 | -5.0 | -1.0
Cc1ccc(NC(=S)N2CCCC2)cc1 | 1.7 | 2.6 | -5.2 | 5.2 | 27.5 | -6.0 | 9.0 | -0.6 | 8.1 | -5.2
Cc1c(CN2CCC(CO)(CCOc3ccccc3)CC2)c(=O)n(-c2ccccc2)n1C | 2.5 | -1.3 | -8.6 | 8.6 | -26.5 | 5.3 | 5.1 | 1.3 | -8.6 | 0.7
C=CCC12C=C(OC)C(=O)OC(OC)(C1O)[C@H](c1ccc3c(c1)OCO3)[C@H]2C (stereo partly drawn) | 5.5 | -1.1 | -2.6 | 2.6 | 2.7 | -2.1 | 4.7 | -1.5 | -1.7 | -0.4
CN(CCO)c1nc(N)c(C#N)c(CC#N)c1C#N | 7.1 | 3.0 | -20.6 | 20.6 | 8.3 | 2.6 | -1.8 | 1.3 | -6.3 | -0.1
COC(=O)Nc1ccc(S(=O)(=O)N2CCCCCC2)cc1 | -1.1 | / | -24.5 | 24.5 | -4.8 | -6.2 | 8.9 | -2.4 | -2.8 | -1.9
COc1ccc(NC(=O)NCCN2CCc3ccccc3C2)cc1 | -8.6 | / | -10.4 | 10.4 | 0.3 | 1.3 | -3.9 | -0.8 | -13.0 | -2.5
COc1ccc(NC(=O)COC(=O)/C=C/C(=O)OCC(=O)Nc2ccc(OC)c(Cl)c2)cc1Cl | 5.8 | -12.5 | 25.0 | -25.0 | 9.9 | 9.5 | -4.4 | -2.5 | 12.8 | 2.7
CC(C)COC(=O)Nc1ccccc1C(=O)N1CCOCC1 | 2.5 | / | -1.3 | 1.3 | -12.1 | 0.6 | 6.1 | -0.9 | 8.4 | -0.8
CCOc1ccc(Cl)cc1S(=O)(=O)N1CCCC1 | -2.5 | / | -4.2 | 4.2 | 2.8 | -4.6 | -3.5 | 0.2 | 0.0 | -1.9

Just SR-BI DiI inh and CDK5 p35 inh, for 2 of the compounds above:
mol | SR-BI DiI inh | CDK5 p35 inh
Cc1c(CN2CCC(CO)(CCOc3ccccc3)CC2)c(=O)n(-c2ccccc2)n1C | -8.6 | 1.3
C=CCC12C=C(OC)C(=O)OC(OC)(C1O)[C@H](c1ccc3c(c1)OCO3)[C@H]2C (stereo partly drawn) | -2.6 | -1.5

Arranged by value in Rtt109 Vps75 (ascending): some entries from above.
| Molecule | Rtt109 Vps75 |
| --- | --- |
| CCOC(=O)N1CCN(c2ccc(Cl)c(Cl)c2)CC1 | -7.2 |
| COc1ccc(NC(=O)CCS(=O)(=O)c2ccc(Br)s2)cc1 | -5.8 |
| Cn1c(=N)n(CC(=O)c2ccc(Cl)c(Cl)c2)c2ccccc21 | 7.7 |
